Screening results deposited in PubChem by several laboratories.
SSB-PriA inh – blocks PriA binding to SSB C-terminal tail | AlphaScreen SSBct-PriA binding, biotinylated peptide | inhibition, % at 33 µM | actives 0.6% (n = 430,000) | AID 1272365; in the data active means inhibition mostly above about 37%, no sharp cut-off; inactive means mostly below about 20%;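 further: plate controls were negative control peptide for no effect and reference peptide for full effect; strong numbers were not always called active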
TcdB inh – blocks C. difficile toxin B glycohydrolase activity; P18177; TcdB glycohydrolase enzymatic assay, plate reader; inhibition, % at 9.99 µM; actives 0.24% (n = 350,000); AID 652162; in the data active means inhibition above about 10%
MazEF act – increases E. coli MazEF RNase cleavage of RNA; activation, % at 20 µM; actives 0.32% (n = 350,000); AID 504720; P0AE70; FAM/BHQ RNA-DNA oligo cleavage fluorescence, 5 h; in the data active means activation above about 50%
Target sequence (P0AE70 whole entry, looked up): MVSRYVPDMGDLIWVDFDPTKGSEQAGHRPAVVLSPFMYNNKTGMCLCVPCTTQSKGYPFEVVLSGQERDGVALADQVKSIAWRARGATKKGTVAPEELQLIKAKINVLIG
Anthrax LF prot – inhibitors of Bacillus anthracis lethal factor protease | inhibition, % at 10 µM | multiplex microsphere protease cleavage assay, LF | actives 0.12% (n = 360,000); in the data active means inhibition above about 30%; further: plate controls were buffer without enzyme for full effect and enzyme alone for no effect
Target sequence (P15917 whole entry, looked up): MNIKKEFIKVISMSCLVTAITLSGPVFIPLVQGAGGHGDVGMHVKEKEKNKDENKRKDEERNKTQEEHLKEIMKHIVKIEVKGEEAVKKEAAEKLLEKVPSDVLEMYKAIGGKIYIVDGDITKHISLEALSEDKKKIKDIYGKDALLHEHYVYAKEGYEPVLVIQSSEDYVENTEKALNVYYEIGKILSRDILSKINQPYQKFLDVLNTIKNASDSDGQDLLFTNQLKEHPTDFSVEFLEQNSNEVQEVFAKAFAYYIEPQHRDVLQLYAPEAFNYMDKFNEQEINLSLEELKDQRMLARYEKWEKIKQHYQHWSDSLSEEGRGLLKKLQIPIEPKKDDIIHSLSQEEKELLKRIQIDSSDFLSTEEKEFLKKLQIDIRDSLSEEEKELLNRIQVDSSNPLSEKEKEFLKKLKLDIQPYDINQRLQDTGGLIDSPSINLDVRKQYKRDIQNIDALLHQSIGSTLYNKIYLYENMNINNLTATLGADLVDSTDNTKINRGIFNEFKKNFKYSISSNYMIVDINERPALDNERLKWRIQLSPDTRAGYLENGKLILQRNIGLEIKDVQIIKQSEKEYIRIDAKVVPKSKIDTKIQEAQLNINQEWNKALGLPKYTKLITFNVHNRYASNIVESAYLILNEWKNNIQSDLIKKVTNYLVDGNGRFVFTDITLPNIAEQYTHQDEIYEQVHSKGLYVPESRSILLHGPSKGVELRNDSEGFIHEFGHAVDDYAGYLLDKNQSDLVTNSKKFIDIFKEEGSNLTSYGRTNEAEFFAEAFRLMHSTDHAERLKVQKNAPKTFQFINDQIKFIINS
SARS 3CLpro inh – SARS-CoV 3CLpro protease inhibition | recombinant SARS-CoV 3CLpro, quenched FRET peptide cleavage | inhibition, % at 6 µM | AID 1706 | actives 0.14% (n = 290,000); in the data active means inhibition above about 12%
Vc quorum ag – induces V. cholerae light production without autoinducers; V. cholerae BH1578 lux reporter, luminescence, 6 h; activation, % at 18.7 µM; actives 0.16% (n = 350,000); in the data active means activation mostly above about 9.7%, no sharp cut-off; further: not every result past the cut was called active; inactives centre near 0; reference of the scale not given here
Rv3671c inh – Rv3671c (M. tuberculosis) protease inhibition | inhibition, % at 5.96 µM | actives 0.048% (n = 320,000) | AID 2606; in the data active means inhibition above about 38%;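 further: extracellular domain of Rv3671c used as enzyme; 0% = enzyme with DMSO and 100% = no enzyme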
Yp Topo-I inh – blocks Yersinia pestis topoisomerase I activity; actives 0.064% (n = 360,000); Y. pestis Topo-I cleavage product accumulation, plate reader; activity, % at 10 µM; in the data active means activity above about 50%, passing the limit was not always enough; further: inactives centre near 2
VHR inh abs – DUSP3 (human) phosphatase inhibition. P51452. recombinant VHR phosphatase, pNPP absorbance. inhibition, % at 13.3 µM. actives 0.52% (n = 290,000); in the data active means inhibition above about 50%; further: some compounds called inactive have numbers as strong as hits
PfHsp40 yeast – rescue of PfHsp40-mediated yeast toxicity; AID 504582; S. cerevisiae expressing PfHsp40, growth rescue, ATP luminescence; actives 0.68% (n = 340,000); growth rescue, % at 12.5 µM; in the data active means growth rescue above about 28%, passing the limit was not always enough;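 further: yeast W303a lacking pdr1 and pdr3 grown in galactose medium; growth measured after three days at 30 °C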
* marks the source's active call; other numbers are inactive results; i = inactive; · = no result given; & = joins results of further samples.

SMILES	SSB-PriA inh	TcdB inh	MazEF act	Anthrax LF prot	SARS 3CLpro inh	Vc quorum ag	Rv3671c inh	Yp Topo-I inh	VHR inh abs	PfHsp40 yeast
CCOC(=O)N1CCN(C(=O)c2ccc3c(c2)N(Cc2cc(C)ccc2C)C(=O)c2ccccc2S3=O)CC1 (stereo unspecified)	4	3.1	2	-1	1	-0.9	7	20	-3	0.8
C#CCOCCOCCOCCNc1nc(N2CCN(C(=O)[C@H](CCC(=O)O)n3cc(C(N)CO)nn3)CC2)nc(N2CCN(C(=O)[C@H](Cc3cc4ccccc4[nH]3)n3cc(C(N)[C@H](C)CC)nn3)CC2)n1 (stereo partly specified)	-8	·	-1	-7	-4	i	7	22	21	10
CC(C)(C)[C@@H]1CCC(=O)N(CC[C@H](Sc2ccc(Br)cc2)c2ccccc2)CC1	-13	1.5	-4	6	·	i	-10	4	·	-1.0
Cc1cc(NC(=O)CSc2nc(=O)cc(N)n2-c2ccc(F)cc2)no1	1	0.4	-3	0	-2	-4.3	-9	0	29	-0.4
Cc1ccc(-c2c(C#N)c(N)n3c(nc4ccccc43)c2C#N)cc1	-29	·	20	3	1	i	-6	6	3	-1.9
CC(=O)c1cc2ccccc2oc1=O	2	0.3	-17	-2	·	i	-3	-1	·	-1.9
CC(=O)Nc1ccc(C=C(C#N)c2ccc(C)cc2)cc1	·	1.0	2	-5	·	-4.5	·	-7	·	·
CCc1ccc(OCC(=O)NNC(=O)c2cc3ccccc3o2)cc1	-19	-0.7	-13	0	-1	i	-4	9	16	4.4
O=C1C2CC=C(Cl)CC2C(=O)N1CC1Cc2ccccc2CO1 (stereo unspecified)	-8	·	-41	-1	4	-0.1	-2	-3	12	0.8
CCOC(=O)C1(C)CCCN(C(=O)c2ccc(N(C)C)cc2)C1 (stereo unspecified)	·	0.1	·	-13	·	-0.3	·	-4	·	·
CCCCCCCCOC(=O)/C=C/c1c(C)[nH]c(=O)[nH]c1=O	2	0.7	-9	1	4	0.2	2	3	2	1.0
COc1ccc(Cl)cc1NC(=O)[C@@H]1CCCN1C(=O)c1cccs1	-17	·	7	-3	5	-0.3	-10	7	4	-1.2
CN(C)c1ccc(NS(=O)(=O)c2cc(Cl)ccc2Cl)cc1	35	-63	11	-4	5	-0.1	4	-6	16	-0.2
Cc1cccn2c(CNCCCn3ncc4ccccc43)c(C(=O)N3CCCCC3)nc12	-8	1.2	-9	-1	7	·	-5	12	8	1.6
O=C(c1cccs1)N(Cc1cccc(Cl)c1)C1CCS(=O)(=O)C1 (stereo unspecified)	-15	·	0	0	0	i	-3	1	29	0.0
O=C1c2ccccc2CN1c1ccccc1	-2&-4	1.5	11	6	-3	0.7	8	-1	-6	0.7
CCN(CCCNc1ncnc2nc[nH]c12)c1cccc(C)c1	29	-3.0	12	-9	-4	·	6	-12	11	-0.8
CC(C)OC(=O)CSc1nc(Cc2ccccc2)nc2ccccc12	-6	0.6	-9	-3	4	2.0	-1	4	-1	1.0
CCOC(=O)Nc1nc2ccc(Cn3cccc3)cc2[nH]1	-8	-0.3	6	-8	·	i	·	-2	·	-0.6
Cc1nnc(N/N=C/c2ccccc2O)n1N	·	-6.5	5	-9	2	0.2	-96	1	6	-1.6
O=C(O)c1cc(-c2cccs2)nn1-c1cccc(Cl)c1	-13	0.0	-4	-1	3	-0.3	15	7	5	0.5
CC1(C)CC2CC(C)(CN2S(=O)(=O)c2ccccc2[N+](=O)[O-])C1 (stereo unspecified)	10	1.0	5	5	·	i	3	13	·	3.6
Cc1ccc(NC(=O)C2CCC(C(C)(C)C)CC2)cc1S(=O)(=O)N1CCOCC1 (stereo unspecified)	-15	-0.4	1	-5	·	i	-42	31	·	7.9
O=c1c(Cl)c(NCc2ccc(F)cc2Cl)cnn1C12CC3CC(CC(C3)C1)C2	0	-0.7	14	-3	0	-0.3	1	1	-3	0.0
CCC(C)OC(=O)C1C(c2ccccc2)C(C(=O)O)C1c1ccccc1 (stereo unspecified)	-17	·	-7	-8	-1	0.0	5	2	19	0.6

(further entries)
SMILES	SSB-PriA inh	TcdB inh	MazEF act	Anthrax LF prot	SARS 3CLpro inh	Vc quorum ag	Rv3671c inh	Yp Topo-I inh	VHR inh abs	PfHsp40 yeast
COc1cc(NC(=O)CCN2CCN(C)CC2)cc(OC)c1	5	-0.5	0	-8	-6	-0.8	2	-2	26	1.1
Cc1cccc(C)c1OCc1nc2ccccc2[nH]1	-14	3.0	-2	0	0	-0.4	-8	-3	6	-0.1
CC(C)NC(=O)/C(=C\c1cccc([N+](=O)[O-])c1)NC(=O)c1ccccc1	-15	·	0	-2	-3	1.0	3	-1	10	0.5
COc1ccc(-c2oc3ccccc3c2C#Cc2cncn2C)cc1	-6	2.1	-4	-5	·	0.4	9	19	·	336*
CC1CCN(S(=O)(=O)c2ccc(S(=O)(=O)NCc3ccco3)cc2)CC1	-9	·	-87	-4	6	i	-9	31	26	-0.6
COc1ccc(NC(=O)c2cc(=O)c3ccccc3o2)cc1Cl	-10	-0.2	7	4	-5	i	-6	0	6	-0.5
CCCCC1(CC(=O)OCC)C(=O)N(c2ccccc2)N(c2ccccc2)C1=O	-2	2.0	-1	-1	5	-2.7	6	18	8	0.4
O=C(CCn1cccc1)N1CCc2ccccc21	5	·	3	-2	3	-1.4	0	3	-9	0.0
CC12CCC(=O)N1C(C(=O)Nc1ccc(F)c(Cl)c1)CS2 (stereo unspecified)	23	0.5	5	-6	·	0.5	5	4	·	-0.3
O=C(CSc1nc2ccccc2c(=O)n1-c1ccc(F)cc1F)c1c[nH]c2ccccc12	-6	·	-2	0	-2	-0.3	-9	-9	0	1.9
O=C(Nc1cccc(Cl)c1Cl)C1CCN(c2ncccn2)CC1	-2	·	6	-1	0	i	0	4	13	-0.2
COC(=O)c1cnc(Nc2nc(CN)cs2)nc1C(F)(F)F	·	1.0	·	0	·	i	·	6	·	·
Cc1ccc(S(=O)(=O)Oc2ccc(/C=C(/NC(=O)c3ccccc3)C(=O)NCC(=O)O)cc2)cc1	-4	-0.3	-4	0	4	i	2	19	6	0.2
Cc1nc2ccccc2c(C)c1C(=O)c1ccc(F)cc1	5	1.1	9	5	2	-0.3	6	-4	17	0.4
COc1ccccc1N(CC(=O)NCCc1ccccc1)C(=O)CCC(=O)Nc1cc(C)ccn1	-2	-0.7	4	1	-6	-0.1	3	38	27	1.0
Cc1ccccc1NC(=S)N(CCc1c(C)[nH]c2ccc(F)cc12)Cc1ccncc1	10	1.7	2	-3	-4	-0.5	6	-1	-17	4.1
Cc1ccc(S(=O)(=O)N2CCCN(C)c3nc4ccccc4nc32)cc1	-3	0.2	-25	1	·	-1.6	-9	6	·	1.9
Cc1[nH]n(-c2ccc(Cl)cc2)c(=O)c1N=Nc1cccnc1	-18	0.1	-7	-4	-1	i	-3	-1	21	-0.2
CCOC(=O)c1cc(C)n(Cc2ccccc2)c1C	-11	·	-1	-10	-3	-0.1	0	-3	10	0.5
Cc1ccc(C(C)C)c(OCCN)c1	7	0.3	9	-4	-5	i	2	7	23	0.8
CC(OC(=O)C1=COCCO1)C(=O)Nc1ccc(Cl)cn1 (stereo unspecified)	8	-0.2	2	2	·	i	3	-5	·	0.0
Cn1c(O)c(C2=NNC(c3ccc(Cl)cc3)C2)c(=O)n(C)c1=O (stereo unspecified)	0	-0.8	-6	8	9	i	8	1	1	-1.5
N#C/C(=N\Nc1ccccc1Cl)C(=O)c1ccccc1	·	·	1	-6	-1	i	-6	9	6	-1.2
Cc1ccc2c(c1)C(=O)C(=O)N2c1ccc(Cl)cc1	-50	0.8	-23	0	·	1.1	-3	-9	·	-0.3
COc1ccc(-c2oc3ccc(-c4cc(OC)c(OC)c(OC)c4)cc3c2C#Cc2ccccn2)cc1	-13	0.2	-6	5	·	-0.1	-4	5	·	-0.4

12 structures out of the list, arranged by number of heavy atoms, smallest number first:
SMILES	SSB-PriA inh	TcdB inh	MazEF act	Anthrax LF prot	SARS 3CLpro inh	Vc quorum ag	Rv3671c inh	Yp Topo-I inh	VHR inh abs	PfHsp40 yeast
Cc1ccc(C(C)C)c(OCCN)c1	7	0.3	9	-4	-5	i	2	7	23	0.8
CCOC(=O)c1cc(C)n(Cc2ccccc2)c1C	-11	·	-1	-10	-3	-0.1	0	-3	10	0.5
N#C/C(=N\Nc1ccccc1Cl)C(=O)c1ccccc1	·	·	1	-6	-1	i	-6	9	6	-1.2
CC12CCC(=O)N1C(C(=O)Nc1ccc(F)c(Cl)c1)CS2 (stereo unspecified)	23	0.5	5	-6	·	0.5	5	4	·	-0.3
Cc1[nH]n(-c2ccc(Cl)cc2)c(=O)c1N=Nc1cccnc1	-18	0.1	-7	-4	-1	i	-3	-1	21	-0.2
Cn1c(O)c(C2=NNC(c3ccc(Cl)cc3)C2)c(=O)n(C)c1=O (stereo unspecified)	0	-0.8	-6	8	9	i	8	1	1	-1.5
COc1ccc(-c2oc3ccccc3c2C#Cc2cncn2C)cc1	-6	2.1	-4	-5	·	0.4	9	19	·	336*
CC(C)NC(=O)/C(=C\c1cccc([N+](=O)[O-])c1)NC(=O)c1ccccc1	-15	·	0	-2	-3	1.0	3	-1	10	0.5
CCCCC1(CC(=O)OCC)C(=O)N(c2ccccc2)N(c2ccccc2)C1=O	-2	2.0	-1	-1	5	-2.7	6	18	8	0.4
Cc1ccccc1NC(=S)N(CCc1c(C)[nH]c2ccc(F)cc12)Cc1ccncc1	10	1.7	2	-3	-4	-0.5	6	-1	-17	4.1
O=C(CSc1nc2ccccc2c(=O)n1-c1ccc(F)cc1F)c1c[nH]c2ccccc12	-6	·	-2	0	-2	-0.3	-9	-9	0	1.9
COc1ccc(-c2oc3ccc(-c4cc(OC)c(OC)c(OC)c4)cc3c2C#Cc2ccccn2)cc1	-13	0.2	-6	5	·	-0.1	-4	5	·	-0.4

(more compounds)
SMILES	SSB-PriA inh	TcdB inh	MazEF act	Anthrax LF prot	SARS 3CLpro inh	Vc quorum ag	Rv3671c inh	Yp Topo-I inh	VHR inh abs	PfHsp40 yeast
Cc1ccccc1OCC(=O)NNC=O	7	-3.1	7	-7	2	-0.4	8	-4	7	-1.0
Oc1ccc(Nc2ncnc3scc(-c4ccccc4)c23)cc1	1	0.4	2	-2	1	-0.7	6	4	-5	-0.8
COc1ccc([C@H]2CC(=O)C=C(c3cc4ccccc4c4ccccc34)C2)cc1	12	-0.5	-8	0	·	i	-11	15	·	-0.1
O=C(N/C(=C\c1ccc(Br)cc1)C(=O)N1CCOCC1)c1ccccc1Cl	14	3.6	3	0	2	i	-5	14	32	-0.4
O=C(CCSc1nc(-c2ccco2)cc(C(F)(F)F)n1)N1CCCc2ccccc21	-20	·	0	-2	-6	i	0	28	3	9.1
FC(F)(F)c1ccc(Cl)c(Nc2nnc(-c3ccncc3)s2)c1	·	0.8	·	-7	·	-1.0	·	4	·	·
COc1ccc(S(=O)(=O)Nc2ccc3c(c2)C(=O)N([C@H](C)CO)C[C@H](C)[C@@H](CN(C)C(=O)Nc2ccc(F)cc2)OCCCC[C@H](C)O3)cc1	·	3.9&0.6	-1	3	·	-0.2	·	14	·	·
C=CCNC(=S)NCCCCC1NC(=S)N(CC=C)C1=O (stereo unspecified)	8	1.0	4	-3	0	-0.3	-4	-4	0	-0.2
CCN(CC)S(=O)(=O)c1ccc(Cl)c(NC(=O)COc2ccc3c(C)cc(=O)oc3c2)c1	-6	7.1	0	-4	4	-0.6	-5	1	-4	-1.3
COC(=O)[C@H](CC(C)C)NC(=O)Nc1ccc2c(c1)OCCO2	1	0.1	0	1	4	-0.2	-6	-3	36	0.5

This is a subset; the hit share may differ from the screen's.
